Assay outcomes (PubChem BioAssay)
PrPC TRFRET = cell surface PrPC inhibition, primary TR-FRET screen; P04156; TR-FRET read-out; inhibition, % at 13.8 µM; 370,000 compounds, 0.43% hits; in the data active means inhibition above about 24%; further: 0% = median of the test wells and 100% = reference compound wells
PriA SSB inh = K. pneumoniae PriA-SSBct interaction inhibition; AID 1272365; inhibition, % at 33 µM; AlphaScreen SSBct-PriA binding, biotinylated peptide; 430,000 compounds, 0.6% hits; in the data active means inhibition mostly above about 37%, no sharp cut-off; inactive means mostly below about 20%;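 further: plate controls were negative control peptide for no effect and reference peptide for full effect; strong numbers were not always called active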
CCHFV vOTU inh = blocks the CCHF virus ovarian tumor domain protease; CCHFV vOTU protease, Pep-AMC fluorescence; inhibition, % at 11.5 µM; 370,000 compounds, 0.55% hits; AID 651958; in the data active means inhibition above about 30%; further: 0% = vehicle wells with enzyme and 100% = no enzyme wells
MazF activator = MazEF (E. coli) toxin RNase activation. AID 504720. FAM/BHQ RNA-DNA oligo cleavage fluorescence, 5 h. 350,000 compounds, 0.32% hits. activation, % at 20 µM. P0AE70; in the data active means activation above about 50%
Target sequence (P0AE70 whole entry, looked up): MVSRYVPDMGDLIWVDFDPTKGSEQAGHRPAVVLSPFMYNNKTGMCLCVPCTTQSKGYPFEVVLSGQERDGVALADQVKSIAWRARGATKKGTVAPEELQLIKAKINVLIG
TcdB GH inh = blocks C. difficile toxin B glycohydrolase activity; 350,000 compounds, 0.24% hits; AID 652162; TcdB glycohydrolase enzymatic assay, plate reader; inhibition, % at 9.99 µM; in the data active means inhibition above about 10%
BH1578 lux ind = induces V. cholerae light production without autoinducers; activation, % at 18.7 µM; 350,000 compounds, 0.16% hits; V. cholerae BH1578 lux reporter, luminescence, 6 h; in the data active means activation mostly above about 9.7%, no sharp cut-off; further: not every result past the cut was called active; inactives centre near 0; reference of the scale not given here
Rv3671c inh = inhibitors of M. tuberculosis serine protease Rv3671c; 320,000 compounds, 0.048% hits; inhibition, % at 5.96 µM; in the data active means inhibition above about 38%;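 further: extracellular domain of Rv3671c used as enzyme; 0% = enzyme with DMSO and 100% = no enzyme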
Target sequence (P9WHR9 whole entry, looked up, the tested form may be a part): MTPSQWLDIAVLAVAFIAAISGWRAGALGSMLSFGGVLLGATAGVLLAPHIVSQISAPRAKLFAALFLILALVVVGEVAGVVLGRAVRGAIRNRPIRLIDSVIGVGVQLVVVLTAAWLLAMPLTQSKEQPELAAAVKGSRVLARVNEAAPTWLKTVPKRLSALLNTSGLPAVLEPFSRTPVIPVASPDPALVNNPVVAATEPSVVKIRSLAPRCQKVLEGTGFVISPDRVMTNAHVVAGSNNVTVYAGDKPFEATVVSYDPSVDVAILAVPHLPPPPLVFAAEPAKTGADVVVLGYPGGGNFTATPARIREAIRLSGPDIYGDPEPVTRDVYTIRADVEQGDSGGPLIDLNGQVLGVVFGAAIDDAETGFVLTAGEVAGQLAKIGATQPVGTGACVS
Yp Topo-I inh = inhibitors of Yersinia pestis topoisomerase I; Y. pestis Topo-I cleavage product accumulation, plate reader; activity, % at 10 µM; 360,000 compounds, 0.064% hits; in the data active means activity above about 50%, passing the limit was not always enough; further: inactives centre near 2
VHR inh abs = blocks human VHR1 dual specificity phosphatase; recombinant VHR phosphatase, pNPP absorbance; AID 1654; 290,000 compounds, 0.52% hits; inhibition, % at 13.3 µM; P51452; in the data active means inhibition above about 50%; further: some compounds called inactive have numbers as strong as hits
Target sequence (P51452 whole entry, looked up): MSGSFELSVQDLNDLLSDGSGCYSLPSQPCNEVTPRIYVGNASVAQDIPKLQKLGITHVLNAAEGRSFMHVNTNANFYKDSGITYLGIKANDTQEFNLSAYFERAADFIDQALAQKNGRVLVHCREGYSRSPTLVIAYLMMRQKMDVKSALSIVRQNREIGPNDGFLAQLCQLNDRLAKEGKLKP
3CLpro inhibitor = SARS-CoV 3CLpro protease inhibition | 290,000 compounds, 0.14% hits | recombinant SARS-CoV 3CLpro, quenched FRET peptide cleavage | P0C6X7 | inhibition, % at 6 µM; in the data active means inhibition above about 12%
An asterisk follows results filed as active; i = inactive; nt = not tested or not shown; & = joins results of further samples. The list is partial; count on the stated rates, not on these rows.

SMILES	PrPC TRFRET	PriA SSB inh	CCHFV vOTU inh	MazF activator	TcdB GH inh	BH1578 lux ind	Rv3671c inh	Yp Topo-I inh	VHR inh abs	3CLpro inhibitor
CCOC(=O)c1cccc(S(=O)(=O)N(CCO)Cc2cc3cc(OC)c(OC)cc3[nH]c2=O)c1	-4	-5	-4	4	nt	-0.2	-4	7	15	2
O=C(NNC(=O)c1ccccc1Br)c1cccc(Cl)c1	-6	-12	-1	-14	nt	i	4	-2	14	5
O=C(NCC1CCC(C(=O)O)CC1)c1cccnc1 (configuration not stated)	3	-2	0	0	nt	5.6	6	6	44	-1
CCN1C(=O)[C@H]2[C@H]3CN=C(SCc4ccc(C)cc4)N3[C@@](Cc3ccccc3)(C(=O)OC)[C@H]2C1=O	0	-15	2	0	1.9	0.9	nt	31	nt	nt
Cc1ccc(-c2nnc(NC(=O)c3c(F)cccc3Cl)s2)cc1	4	1	5	-20	0.0	-0.4	13	-2	25	-3
CC(C)C[C@H](NC(=O)[C@@H](O)[C@H](N)Cc1ccccc1)C(=O)O	-4	nt	-2	nt	1.0	nt	7	nt	nt	nt
O=C(O)CNC(=O)c1ccc(NC(=O)/C(=C/c2ccccc2)NC(=O)c2ccccc2)cc1	2	-6	-5	7	-0.2	i	-2	0	21	4
COC(=O)[C@]1(C)N[C@H](CN(C)C(=O)C2CCCCC2)[C@@H]2C(=O)N(C)C(=O)[C@@H]21	0	-39	7	-18	-0.3	i	-6	-8	nt	nt
COc1ccc(Br)cc1C(=O)NC(=S)Nc1ccc(CN2CCOCC2)cc1	1	17	-1	15	0.5	-0.6	-20	23	-22	2
COc1ccc(C(=O)c2ccc([N+](=O)[O-])cc2Cl)cc1	-23	37	7	11	0.9	-0.5	-2	0	15	3
Cc1[nH]c2ccc(F)cc2c1CCN(Cc1cccnc1)C(=S)Nc1ccc(F)cc1	-3	6	6	1	0.3	-0.4	18	-1	-3	-2
CCOC(=O)[C@H]1[C@H]2COc3ccc(OC)cc3[C@@H]2N2C(=O)CN(Cc3ccco3)C(=O)[C@@]12C	2	-10	-9	5	-0.8	-1.6	7	6	nt	nt
CC(C)Oc1ccc(CNC(=O)Cn2ccc3cc(S(=O)(=O)N4CCCC4)ccc32)cc1	-4	-6	2	6	0.0	i	-4	9	53*	1
N#Cc1cnc(=S)n(-c2cc(C(F)(F)F)cc(C(F)(F)F)c2)c1N	10	nt	2	-10	0.3	-5.9	nt	7	nt	nt
CC1CCC(NC(=O)CN2CCC(n3nnc4cc(F)ccc43)CC2)CC1 (configuration not stated)	-6	-3	-16	-2	nt	-0.4	9	12	-6	5
COCCNC(=O)C(c1cccnc1)N(Cc1ccccc1)C(=O)Cn1nnc2ccccc21 (configuration not stated)	-8	-15	2	-16	1.0	i	5	2	41	0
O=C(Cc1ccccc1)NCC(=O)OCc1ccc([N+](=O)[O-])cc1	-5	-4	-7	5	nt	i	-25	10	-7	0
COC(=O)C1=C(C)NC(C)=C(C(=O)OC)C1c1ccc(-c2cccc(Cl)c2Cl)o1	-4	-18	-27	-24	nt	-3.1	-7	4	38	-3
N#Cc1cn(-c2ccccc2)nc1-c1cc2ccccc2oc1=O	4	-13	18	11	nt	i	0	0	21	-4
NC(=O)NC(=O)COC(=O)CC12CC3CC(CC(C3)C1)C2	11	0	0	-13	-2.8	i	4	-3	22	5
CCOC(=O)COc1ccc2c(=O)cc(-c3ccccc3)oc2c1	-5	6	-3	-10	-0.8	-0.6	4	-9	12	7
O=C(OCC(=O)N1CCCCC1)c1c[nH]c2ccccc12	2	-9	0	3	1.4	0.1	4	-3	nt	nt
CC(=O)Nc1ccc(-c2nnc(SCc3c(C)cc(C)cc3C)n2C)cc1	0	-2	6	7	nt	-5.9	-5	8	27	5
COc1ccc(N(Cc2ccccc2)C(=O)CSc2nnc(Cn3nnc4ccccc43)o2)cc1	7	1	11	4	nt	i	1	-4	20	3
CC(C)(C)NC(=O)[C@H]1CC[C@H]2[C@@H]3CC[C@H]4NC(=O)C=C[C@]4(C)[C@H]3CC[C@]12C	-3	1	-4	0	0.9	-0.7	-7	-8	16	-3

Overlap with the part before: four compounds, followed by the next part.
SMILES	PrPC TRFRET	PriA SSB inh	CCHFV vOTU inh	MazF activator	TcdB GH inh	BH1578 lux ind	Rv3671c inh	Yp Topo-I inh	VHR inh abs	3CLpro inhibitor
O=C(OCC(=O)N1CCCCC1)c1c[nH]c2ccccc12	2	-9	0	3	1.4	0.1	4	-3	nt	nt
CC(=O)Nc1ccc(-c2nnc(SCc3c(C)cc(C)cc3C)n2C)cc1	0	-2	6	7	nt	-5.9	-5	8	27	5
COc1ccc(N(Cc2ccccc2)C(=O)CSc2nnc(Cn3nnc4ccccc43)o2)cc1	7	1	11	4	nt	i	1	-4	20	3
CC(C)(C)NC(=O)[C@H]1CC[C@H]2[C@@H]3CC[C@H]4NC(=O)C=C[C@]4(C)[C@H]3CC[C@]12C	-3	1	-4	0	0.9	-0.7	-7	-8	16	-3
CC1(C)Cc2nc3oc4c(NCc5ccccc5)ncnc4c3cc2CO1	6	-14	-8	5	nt	4.0	-4	3	-20	0
CC1(C)CC(=O)C2=C(C1)NC(=O)NC2c1ccc(Cl)cc1 (configuration not stated)	2	-23	7	-31	-2.7	-2.2	3	4	7	5
Cc1c(C(=O)N2CCCCC2)oc2ccc(Br)cc12	-7	-21	7	-3	0.1	-1.3	-2	21	nt	nt
COc1ccc(C(=O)C2CCCN(C/C=C/c3ccccc3OC)C2)c(OC)c1 (configuration not stated)	5	2	-7	6	-0.1	-0.2	6	8	26	4
CC(=O)c1ccc(NC(=O)C2C3C=CC(C3=C(c3ccccc3)c3ccccc3)C2C(=O)O)cc1 (configuration not stated)	7	3	9	2	3.6	-0.2	-3	13	6	3
COc1ccc(C(CC(=O)O)NC(=O)Nc2ccccc2)cc1OC (configuration not stated)	-2	-23	5	12	2.9	-1.8	4	5	12	1
Cc1cccc(N=C2NC(=O)/C(=C\c3cccs3)S2)c1	6	6	4	-16	-0.9	-0.3	-23	13	9	-1
COc1ccccc1C(=O)Nc1ccc2c(c1)CCCN2C(=O)c1cccs1	3	6	9	10	-1.1	i	-6	-2	7	4
CC1(c2cccc(Br)c2)NC(=O)N(CC(=O)N2CCc3ccccc32)C1=O (configuration not stated)	4	nt	-10	-8	0.8	i	-5	3	nt	nt
O=C(Nc1cccc(NC(=O)c2ccc([N+](=O)[O-])o2)c1)c1ccco1	-4	-4	17	6	1.2	0.6	-6	-11	12	1
O=C(NCc1ccccn1)Nc1cc(Cl)ccc1Cl	-1	1	-7	-10	-0.1	-1.6	-2	7	10	1
c1ccc2c(c1)Cc1ccccc1O2	2	-12	1	-22	1.3	0.6	4	-2	nt	nt
O=c1c2ccccc2nc(-c2ccco2)n1-c1nccs1	5	-25	6	0	nt	6.2	6	-1	-2	0
CC(=O)Nc1ccc(NC(=O)C2CCC(CNS(=O)(=O)c3cccc4nsnc34)CC2)cc1 (configuration not stated)	-7	1	6	4	-0.2	i	5	11	-5	5
CC(C)NC(=O)C1(C)CCN1CCC(=O)c1ccccc1 (configuration not stated)	0	nt	-4	nt	0.5	i	nt	0	nt	nt
CCOC(=O)C1=C(N)OC2=C(C(=O)CC(C)(C)C2)C1c1cc(CSc2nnnn2C)cs1 (configuration not stated)	1	4	-10	0	0.6	-0.5	1	21	12	2
C[C@H](NC(=O)c1nc[nH]c1C(=O)OCc1ccccc1)c1ccccc1	-3	-1	-5	-2	0.2	i	5	18	nt	nt
CCCCCCC(C)n1[nH]c(=O)cc1N (configuration not stated)	5	-3	24	-7	-0.3	-0.5	6	4	2	-1
O=C(CSc1nc2ccccc2o1)N1N=C(c2cccs2)CC1c1ccc(F)cc1 (configuration not stated)	9	-3&6	-1	-3	nt	i	-9	20	5	-2
Oc1ccc2ccccc2c1CN1CC=C(c2ccccc2)CC1	-2	-7	4	20	-0.5	nt	8	6	36	3
Cc1cc(C)n2nc(S(=O)(=O)N(CC(C)C)CC(C)C)nc2n1	-3	0	7	6	0.7	-0.2	-9	1	11	-2
CCCCN(CCCC)CC(O)COc1ccccc1Br (configuration not stated)	14	5	2	-3	-1.6	-0.4	-10	12	-1	2
c1ccc(C2=NOC(c3nnc(-c4ccccc4)o3)C2)cc1 (configuration not stated)	2	2	-7	0	1.1	-0.4	-8	-3	nt	nt
COc1ccccc1CNC(=O)c1ccccc1C(=O)NC(C)(C)C(=O)NCc1ccccc1OC	-5	17	13	-6	1.0	i	5	-7	-4	-2
Cc1ccc(Cl)cc1NC(=O)C1CC(=O)N(C(C)C)C1 (configuration not stated)	-2	-10	-21	-3	1.4	i	11	-9	4	1
(cont.)
SMILES	PrPC TRFRET	PriA SSB inh	CCHFV vOTU inh	MazF activator	TcdB GH inh	BH1578 lux ind	Rv3671c inh	Yp Topo-I inh	VHR inh abs	3CLpro inhibitor
O=C(N/N=C/c1cccs1)c1cc(-c2ccc(Cl)s2)[nH]n1	2	nt	19	16	-1.2	-0.2	-50	-4	12	-4
CCCC(=O)N(c1ccc(OCC)cc1)S(=O)(=O)c1ccc2c3c(cccc13)C(=O)N2C	2	-14	-1	-1	0.6	0.8	-8	4	-11	7
CCCCn1c(SCc2nc3ccccc3s2)nc2cc(S(N)(=O)=O)ccc21	5	12	2	-3	nt	-0.3	2	20	27	-4
O=C1CSC(c2cccnc2)N1CCc1ccccn1 (configuration not stated)	4	-7	-15	8	0.6	i	-8	-10	-15	5
COc1ccc2c(c1OC)CN(C)CCc1cc3c(cc1C(=O)C2)OCO3	0	-4	-13	6	-1.7	-0.7	9	6	-15	0
CC(=O)Nc1nc(C)c(S(N)(=O)=O)s1	0	1	3	1	nt	-3.8	-2	-8	4	2
CCOC(=O)N1CCN(c2cc(=O)n(C3CCCCC3)c(=O)[nH]2)CC1	-2	12	5	-1	nt	nt	0	2	18	1
CCC/C=C/c1ccc(CN2C(C)C(=O)N(Cc3cn(CCC4OCCCO4)nn3)CCS2(=O)=O)cc1 (configuration not stated)	-5	nt	0	5	0.6	-0.4	nt	35	nt	nt
O=C(CSc1nnc(Nc2ccccc2F)s1)NC(=O)CN1CCCC1=O	8	-13	5	-1	0.6	-0.7	3	-11	nt	nt
CN(C)c1nc(Nc2ccc(Cl)c(Cl)c2)nc(N(C)C)n1	4	-3	-5	9	-0.6	-0.4	0	-3	-7	0
O=C(CN1C(=O)c2cccc3cccc1c23)Nc1ccc2c(c1)OCO2	-6	-5	-1	8	nt	i	-3	4	31	1
NNC(=O)CN1CCCc2ccccc21	-1	-3	1	3	-1.7	-1.2	3	4	14	4
Cc1nn(-c2ccc(Br)cc2)c(=O)c2ccccc12	-15	-13	-2	-8	0.2	i	71*	7	-5	-3
CC(=O)NCCn1c(C)cc2ccccc21	-18	-7	0	-3	0.7	i	2	0	-17	nt
O=c1c2cnn(-c3ccccc3)c2nnn1/N=C/c1cccnc1	0	nt	3	6	nt	i	-1	-3	25	-1
Cc1cc(C)n(CCC(=O)N2c3ccccc3CC2C)n1 (configuration not stated)	0	-11	2	3	-0.2	i	1	0	45	-4
CCOc1ccc(OCC)c(NC(=O)C2CCN(c3ncccn3)CC2)c1	-5	-12	-7	-2	nt	-2.9	2	-2	20	-6
OC(COc1ccc(Cl)cc1Cl)CN1CCc2ccccc2C1 (configuration not stated)	-6	-2&-2	28	6	3.6	i	0	3	-16	5
Clc1ccc(OCc2nnnn2-c2ccccc2)cc1	2	-22	1	3	nt	-0.3	-3	16	-1	8
Brc1ccccc1C1=Nn2c(nnc2-c2ccccc2)SC1	10	-12	10	-3	nt	i	-6	12	2	-5
C=COCCNC(=O)C(=O)NCC(C)C	-4	-9	7	-2	nt	i	-2	2	nt	-2
CCN(Cc1ccccc1)C(=O)C1CCN(Cc2ccc(OC)c(OC)c2OC)CC1	-5	-16	-2	-1	nt	i	4	4	22	-5
Cc1ccc(S(=O)(=O)Nc2cccc(Cl)c2)cc1NC(=O)c1cccnc1	4	-2	6	4	1.1	-2.1	1	0	20	4
CCN(Cc1ccccc1)S(=O)(=O)c1cc2c3c(c1)CCN3C(=O)CC2	0	-2	7	6	-0.3	i	nt	8	nt	nt
